Compound activity from PubChem.
PAFAH2 FP inh: PAFAH2 (human) inhibition. AID 492956. Q99487. inhibition, % at 3.39 µM. hit rate 0.99% among 340,000. recombinant PAFAH2, FP-rhodamine activity probe, fluorescence polarization;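 active = inhibition above the mean over all tested compounds plus 3 SD, cut at about 30% in these data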;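 also: inhibitors block probe labeling of enzyme so polarization drops; 0% = enzyme with DMSO and 100% = wells lacking PAFAH2 protein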
PAFAH1B3 FP inh: PAFAH1B3 (human) inhibition; inhibition, % at 3.39 µM; hit rate 0.28% among 340,000; AID 492972; recombinant PAFAH1B3, FP-rhodamine probe, fluorescence polarization; Q15102;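 active = inhibition above the screen-wide average of all tested compounds plus 3 SD, cut at about 25% in these data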;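 also: 0% = enzyme with DMSO only and 100% = wells lacking PAFAH1B3 protein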
Target sequence (Q15102 whole entry, looked up): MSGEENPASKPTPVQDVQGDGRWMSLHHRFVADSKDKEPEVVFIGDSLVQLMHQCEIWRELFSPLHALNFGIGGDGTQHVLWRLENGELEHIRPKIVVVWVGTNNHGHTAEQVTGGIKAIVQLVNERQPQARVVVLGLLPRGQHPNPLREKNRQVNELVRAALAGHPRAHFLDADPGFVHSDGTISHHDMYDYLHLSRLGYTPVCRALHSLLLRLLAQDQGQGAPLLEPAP
PREPL inhibitor: inhibitors of human prolyl oligopeptidase-like enzyme PREPL; recombinant PREPL, fluorescence polarization activity-based probe; hit rate 0.68% among 320,000; inhibition, % at 5.96 µM; AID 2751; in the data active = inhibition above about 43%;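 also: 0% = enzyme with DMSO and 100% = wells lacking enzyme; many of its hits are not listed in these tables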
Target sequence (Q4J6C6 whole entry, looked up): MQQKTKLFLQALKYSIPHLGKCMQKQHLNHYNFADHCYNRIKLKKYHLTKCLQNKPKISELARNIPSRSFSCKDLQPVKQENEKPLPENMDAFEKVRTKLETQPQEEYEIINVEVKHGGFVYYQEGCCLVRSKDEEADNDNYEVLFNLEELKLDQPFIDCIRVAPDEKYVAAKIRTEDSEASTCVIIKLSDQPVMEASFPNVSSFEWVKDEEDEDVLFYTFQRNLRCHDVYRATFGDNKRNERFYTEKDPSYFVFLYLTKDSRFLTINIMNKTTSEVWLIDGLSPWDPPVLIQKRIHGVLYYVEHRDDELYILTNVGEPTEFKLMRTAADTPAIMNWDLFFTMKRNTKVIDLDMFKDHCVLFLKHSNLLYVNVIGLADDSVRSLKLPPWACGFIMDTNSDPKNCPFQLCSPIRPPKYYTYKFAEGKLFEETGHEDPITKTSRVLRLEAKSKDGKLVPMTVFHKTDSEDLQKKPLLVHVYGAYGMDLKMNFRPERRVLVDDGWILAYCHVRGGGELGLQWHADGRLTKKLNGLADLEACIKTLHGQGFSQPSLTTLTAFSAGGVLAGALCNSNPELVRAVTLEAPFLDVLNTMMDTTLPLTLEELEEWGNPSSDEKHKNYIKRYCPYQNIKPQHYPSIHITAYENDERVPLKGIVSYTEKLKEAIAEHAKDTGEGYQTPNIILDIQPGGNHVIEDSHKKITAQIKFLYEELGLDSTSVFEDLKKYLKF
ZTA DNA inh: counter-screen for EBNA-1 inhibitors: inhibitors of Epstein-Barr virus ZTA. P03206. ZTA-DNA binding, fluorescence polarization. inhibition, % at 11 µM. hit rate 0.15% among 320,000. AID 2234; in the data active = inhibition above about 33%
EBNA-1 inhibitor: blocks EBNA-1 binding to DNA; EBNA-1 DNA binding, fluorescence polarization; inhibition, % at 14.8 µM; hit rate 0.34% among 300,000; AID 1950; in the data active = inhibition above about 28%
LYPLA1 inh: LYPLA1 (human) inhibition in PME1 counter-screen | recombinant LYPLA1, FP-Rh probe fluorescence polarization | AID 2174 | inhibition, % at 5.9 µM | hit rate 0.16% among 320,000;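 active = inhibition above the mean of all tested compounds plus 3 SD, set per campaign, cut at about 14% in these data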;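 also: inhibitors block serine hydrolase probe labeling of LYPLA1 so polarization falls; 0% = enzyme with DMSO and 100% = wells lacking LYPLA1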
PAFAH1B2 inh: inhibitors of human PAFAH1B2; P68402; recombinant PAFAH1B2, FP-rhodamine activity probe, fluorescence polarization; inhibition, % at 3.39 µM; hit rate 1.2% among 340,000; AID 492953;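 active = inhibition above the mean of all tested compounds plus 3 SD, cut at about 24% in these data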;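 also: 0% = enzyme with DMSO and 100% = wells lacking PAFAH1B2; many of its hits are not listed in these tables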
pPAFAH FP inh: pPAFAH (human) enzyme inhibition; recombinant pPAFAH, FP-rhodamine probe fluorescence polarization; hit rate 1.5% among 330,000; inhibition, % at 3.39 µM; AID 463082;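 active = inhibition above the mean inhibition across the screen plus 3 SD, cut at about 25% in these data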;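 also: inhibitors block binding of the rhodamine activity-based probe so polarization drops; 0% = enzyme with DMSO and 100% = wells lacking pPAFAH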
LYPLA2 inh: LYPLA2 (human) inhibition in PME1 counter-screen | O95372 | recombinant LYPLA2, FP-Rh probe fluorescence polarization | inhibition, % at 5.9 µM | hit rate 0.38% among 320,000 | AID 2177;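 active = inhibition above the screen-wide mean plus 3 SD, limit set per campaign, cut at about 26% in these data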;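 also: 0% = LYPLA2 with DMSO and 100% = wells lacking LYPLA2 enzyme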
Active calls of the source: *; x = not tested or not shown. Some of the compounds tested; the hit share may differ from the screen's.

SMILES	PAFAH2 FP inh	PAFAH1B3 FP inh	PREPL inhibitor	ZTA DNA inh	EBNA-1 inhibitor	LYPLA1 inh	PAFAH1B2 inh	pPAFAH FP inh	LYPLA2 inh
O=C(Nc1ccc([N+](=O)[O-])cc1)Nc1ccc(OC(F)F)c(Cl)c1	-164	-115	17	1	-4	-149	-60	-132	-321
COc1ccc(NC(=O)Nc2ccccc2SC)cc1OC	0	3	13	0	-4	1	6	3	-1
CC1=C(N2CCN(c3ncccn3)CC2)CCC1=O	3	4	2	-14	-2	0	-4	6	1
COc1ccc([N+](=O)[O-])cc1N(CC(=O)NCc1ccco1)S(C)(=O)=O	4	4	-10	8	-1	2	1	1	0
Cc1ccc(CN2CCCNC2=O)cc1	2	6	5	13	8	-3	2	2	-1
c1ccc(Cn2cc(CNc3ccccc3)nn2)cc1	-2	-1	4	-6	5	1	4	3	-4
CCn1cnc2c(cnn2-c2ccccc2)c1=O	-6	0	7	3	-4	3	4	0	1
COc1ccccc1N(Cc1cc(=O)[nH]c2ccccc12)C(=O)c1ccccc1	4	0	-116	15	-8	2	6	-4	-2
Nc1c(C(=O)CSc2nnc(-c3ccccc3)o2)c(=O)[nH]c(=O)n1C1CC1	-2	9	3	-9	x	-3	-1	0	1
CC1CCCCC1NC(=O)Cn1nc(-c2ccccc2)ccc1=O (stereo unspecified)	1	2	-4	-19	2	-2	0	1	1
CCCSc1nc(N2CCCC2)c2c(c1C#N)CC(C)(C)OC2	0	-2	11	7	2	1	3	-6	-2
COc1ccccc1-c1cc(C(=O)N/N=C/c2cccs2)c2ccccc2n1	-3	4	20	1	2	-6	3	0	-1
CC(C)CN(C(=O)CCCSc1nc2ccccc2[nH]1)c1c(N)n(Cc2ccccc2)c(=O)[nH]c1=O	5	6	-5	12	-2	3	3	-1	5
COc1cccc(NC(=O)CN(C)C(=O)/C=C/c2cc(OC)ccc2OC)c1	1	7	-1	16	-1	-3	4	-6	1
Cc1ccc(C)c(N/N=C2\CCCNC2=O)c1	7	10	9	-15	-9	-1	1	-1	3
CCc1ccc2c(CN3CCOCC3)cc(=O)oc2c1	-6	4	-2	-2	-14	-3	1	6	2
COc1cccc(SCC2CSc3nc4ccccc4c(=O)n32)c1 (stereo unspecified)	-3	6	15	10	0	0	-4	-1	-2
Cc1[nH]c(=O)[nH]c(=O)c1S(=O)(=O)N1CCCC(C(=O)N2CCC(Cc3ccccc3)CC2)C1 (stereo unspecified)	4	-7	1	-3	2	-3	6	-3	6
Cc1[nH]c2ccccc2c1/C=N/NS(=O)(=O)c1ccccc1	17	21	22	13	-1	-6	6	12	-9
O=C(CN1CCN(C(C(=O)Nc2ccc(Cl)cc2C(F)(F)F)c2ccccc2)CC1)NC1CC1 (stereo unspecified)	-4	-2	7	-2	x	-1	0	-1	3
Clc1ccc2c(NCc3ccco3)ncnc2c1	-5	5	-7	6	2	-2	-1	3	7
Cc1nnc(SCCCn2c(N3CCCCC3)nc3c2c(=O)[nH]c(=O)n3C)s1	4	6	3	-3	6	2	2	3	1
COCCCNC(=O)c1ccc(NC(C)=O)cc1	12	-5	14	-16	-6	3	-1	2	11
Cc1ccc(O)c(CNc2ccc(S(=O)(=O)Nc3nccs3)cc2)c1	11	3	-5	0	3	2	5	-6	2
COC(C(=O)Nc1ccc(C(C)=O)cc1)c1ccccc1 (stereo unspecified)	4	4	-6	-25	3	-1	2	4	4
CSC(=NCc1ccc(F)cc1)NS(=O)(=O)c1cccs1	2	8	-2	2	3	2	2	-1	-5
COc1ccc(C(=O)c2sc3nc(-c4ccccc4)ccc3c2N)cc1	18	7	13	15	0	-4	6	-2	14
Cc1ccccc1NC(=O)NC1CCCCC1C (stereo unspecified)	2	-3	16	6	1	0	2	-4	3
Cn1c(=O)[nH]c(=O)c2c1nc(SCC(O)CO)n2Cc1ccccc1Cl (stereo unspecified)	2	1	6	-10	1	1	-1	2	-3
Cc1cccc(NS(=O)(=O)c2cc(Cl)ccc2Cl)n1	3	10	1	-7	0	1	-3	-1	-1

3 compounds already listed, ordered by length of the SMILES, highest first.
SMILES	PAFAH2 FP inh	PAFAH1B3 FP inh	PREPL inhibitor	ZTA DNA inh	EBNA-1 inhibitor	LYPLA1 inh	PAFAH1B2 inh	pPAFAH FP inh	LYPLA2 inh
COc1ccccc1-c1cc(C(=O)N/N=C/c2cccs2)c2ccccc2n1	-3	4	20	1	2	-6	3	0	-1
CC1CCCCC1NC(=O)Cn1nc(-c2ccccc2)ccc1=O (stereo unspecified)	1	2	-4	-19	2	-2	0	1	1
CSC(=NCc1ccc(F)cc1)NS(=O)(=O)c1cccs1	2	8	-2	2	3	2	2	-1	-5

Further results.
SMILES	PAFAH2 FP inh	PAFAH1B3 FP inh	PREPL inhibitor	ZTA DNA inh	EBNA-1 inhibitor	LYPLA1 inh	PAFAH1B2 inh	pPAFAH FP inh	LYPLA2 inh
CC(=O)c1cccc(NC(=O)C2CCCN(S(C)(=O)=O)C2)c1 (stereo unspecified)	-2	4	6	9	1	-1	4	2	5
Cc1cccc(OCC(=O)N2CCC3(CC2)CC(=O)c2ccccc2O3)c1	14	4	4	-9	-1	2	-2	-1	-1
COc1ccc(C(c2sc3nc(C)nn3c2O)N2CCCCC2)cc1 (stereo unspecified)	-2	8	5	-4	-8	1	6	9	1
CC[C@H]1C(c2ccc(F)cc2)=NN(c2ccccc2)[C@@H]1CO	-1	6	x	x	x	x	3	5	x
COc1cccc(CSc2nc3cc4c(cc3cc2C)OCCO4)c1	-2	1	-1	17	3	-8	4	4	-3
CCc1nc2n(n1)C(O)c1cc([N+](=O)[O-])ccc1S2 (stereo unspecified)	0	0	10	-6	5	-1	6	3	-3
Cn1nc(C(F)(F)F)c2cc(C(=O)Nc3ccc(C(F)(F)F)cc3)sc21	-41	-23	-7	-28	-1	-16	-7	-3	-41
O=C(C1CCN(S(=O)(=O)c2cccc3cccnc23)CC1)N1CCN(C2CCCCC2)CC1	x	x	6	-7	6	-1	x	6	-6
COc1ccc(NC2CCCN(C(=O)CSc3ccccn3)C2)cc1OC (stereo unspecified)	2	5	8	4	-10	-2	-2	3	4
O=C(COC(=O)/C=C/c1ccc(F)cc1)Nc1cc(C(F)(F)F)ccc1N1CCOCC1	-1	2	8	4	8	-2	1	13	-8
O=C1C=Cc2ccccc2/C1=C/c1[nH]c(=O)[nH]c1O	6	9	22	-4	6	-1	-1	6	-8
CCCCC/C=C\C/C=C\C/C=C\CCCCC(=O)O	10	4	-7	14	0	-4	-1	38*	1
Cc1ccc(-c2nc(CS(=O)CC(=O)NC3CC3)c(C)o2)cc1 (stereo unspecified)	4	3	-10	7	0	2	4	0	0
Cc1cc(OCC(=O)N2CCC(O)(c3ccc(Cl)cc3)CC2)c2c(C)cc(=O)oc2c1	-6	-1	4	-15	-6	0	0	5	3
O=C(CCC(=O)N1CCN(c2ccccn2)CC1)c1ccc(Cl)s1	26	1	2	-6	x	0	3	9	-5
CC(=O)Nc1ccc(S(=O)(=O)NCc2ccc(C(=O)N3CCOCC3)cc2)cc1	-4	7	-5	-8	-7	2	3	4	5
NC(=O)CNC(=O)[C@@H]1CC2(CC(c3ccc(Cl)cc3)=NO2)CN1C(=O)c1ccccc1 (stereo partly specified)	6	-2	32	0	-1	1	1	2	2
COc1ccc(CCNc2nc(-c3cccnc3)nc3ccccc23)cc1OC	11	10	7	5	-11	-4	-1	0	-8
COC(=O)COc1cc(=O)oc2ccc(NS(=O)(=O)c3ccccc3)cc12	9	-3	1	-20	-12	0	3	-6	-3
O=S(=O)(c1ccc(Br)cc1)N1CCn2c(nc3ccccc32)C1	8	8	-30	-5	-2	-3	29*	0	-3
CCOc1ccc(-n2c(N)c(C(=O)NCC3CCCO3)sc2=S)cc1 (stereo unspecified)	-3	7	-8	-6	6	1	1	4	4
CC(C)N(C(=O)CO/N=C/c1cccc([N+](=O)[O-])c1)C(C)C	-1	9	0	3	4	1	2	3	0
CCCCOC(=O)Nc1cc(C)c(Cl)cc1OC	8	-4	-1	-12	-3	-3	0	3	0
Cc1c(Nc2ncccc2C(=O)O)cccc1C(F)(F)F	2	-2	-5	-2	5	-1	7	8	1
CCOC(=O)c1c(-c2cccc(N)c2)cn2ccccc12	3	4	9	-6	-3	-2	0	8	1
CCOc1ccccc1NC(=O)CSc1nnnn1Cc1ccccc1	-3	5	11	-6	-5	-1	5	2	-4
CCOC(=O)Cc1cnc(NC(=O)CSc2nc(C)c(CC)c(=O)[nH]2)s1	7	-2	5	-1	7	4	5	2	3
Cc1ccc(NC(=S)N2CCN(c3ccccc3F)CC2)c(C)c1	4	4	8	18	-4	4	1	17	-3
Cc1ccc(NC(=O)c2ccccc2F)c(NC(=O)c2ccccc2F)c1	-5	1	6	-10	-5	-4	1	5	0
COc1ccc(S(=O)(=O)N2CCN=C2SCc2cccc(C)c2)cc1	-2	1	-4	-3	5	-1	3	7	0
COc1ccc(Nc2nc(NC(C)(C)C)nc(N3CCOCC3)n2)c(OC)c1	0	2	4	-15	-12	3	-1	-3	7
COc1ccccc1-n1cnnc1SCC(=O)Nc1ncc(Cl)cc1Cl	2	-6	4	-4	-6	2	0	1	1
Clc1ccccc1-c1nnc(CNC2CC2)o1	0	8	16	-3	-7	-2	-1	-2	-1
COc1ccc(NC(=O)c2nc[nH]c2C(=O)N2CCN(c3ccccc3)CC2)cc1	-9	10	30	-1	1	0	1	5	1
CCOC(=O)c1cc(CO)cc(C(=O)OCC)c1	8	15	9	-13	2	3	2	-2	-2
COc1ccc(N2C(=O)CC(NNc3ncc(Cl)cc3Cl)C2=O)cc1 (stereo unspecified)	-2	8	-2	9	0	-2	3	6	5
COc1ccccc1Nc1c2ccccc2nc2ccccc12	0	6	20	-12	-21	-5	2	4	-8
COc1ccc(C2(c3ccc(OC)cc3)NC(=O)N(CC(=O)Nc3ccccc3C(F)(F)F)C2=O)cc1	1	9	-9	12	-10	0	-4	7	-1
CN(C)C(=O)c1ccc(NC(=O)COc2ccc([N+](=O)[O-])cc2)cc1	0	-3	-24	0	4	5	-2	6	7
O=C(Nc1cccc([N+](=O)[O-])c1)c1cc(S(=O)(=O)N2CCOCC2)cs1	1	11	2	5	-9	-3	2	5	-3
COc1cc2c(cc1OC)C(c1cc3ccc(C)cc3[nH]c1=O)N(C(=O)c1ccco1)CC2 (stereo unspecified)	4	7	-6	-9	-4	0	0	1	2
O=C(Nc1ccc(N2CCN(C(=O)c3ccccc3)CC2)cc1)c1ccc(Br)o1	0	4	28	-31	-4	7	2	2	14
CC(NC(=O)CN1C(=O)COc2ccccc21)c1ccccc1 (stereo unspecified)	-7	7	-2	2	2	1	-5	1	1
Cc1ccc2[nH]c(=O)c(CNS(=O)(=O)c3ccccc3)c(-c3ccccc3)c2c1	2	4	1	7	-8	-3	6	-6	-10
COc1ccnc(NCc2ccc(Cl)cc2)c1C#N	1	1	10	8	-2	-1	24	-3	-3
Fc1ccc(-c2noc(-c3ccc4c(c3)CCO4)n2)cc1	x	x	16	-10	-1	-2	x	4	-5
CCOc1ccc(CNC(=O)CCCC(=O)n2ncc3cc(C)ccc32)cc1	-10	-3	-9	2	-14	1	4	0	4
COc1nccnc1NS(=O)(=O)c1ccc(NC(=O)c2ccc(F)cc2)cc1	-8	4	-1	0	6	-2	-2	3	-6
